# CAL PDZ FP-1 – CAL PDZ (human) peptide binding inhibition. purified CAL PDZ, TMR-peptide fluorescence polarization, 1 h. inhibition, % at 24.9 µM. hit rate 0.92% among 300,000. AID 602252;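 active = mean inhibition of at least 30% with at least half of replicates also reaching 30%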;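 also: 0% = DMSO neutral control and 100% = excess unlabeled competitor peptide PRC23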
# phage Ecoli inh – E. coli growth loss with phage present. growth absorbance. inhibition, % at 11.9 µM. hit rate 0.26% among 360,000; in the data active = inhibition above about 11%
# AddAB inh – less growth of phage-infected E. coli with AddAB | AID 435030 | hit rate 0.29% among 330,000 | E. coli expressing H. pylori AddAB, absorbance growth | inhibition, % at 11.9 µM; in the data active = inhibition above about 12%;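 also: 0% = vehicle wells of infected cells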
# Tat transport – inhibitors of E. coli Tat protein transport | inhibition, % at 10 µM | AID 488895 | hit rate 0.036% among 340,000 | E. coli MC4100 TorA-mCherry Tat export, fluorescence;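 active = mean replicate inhibition at least 50% and at least half of replicates individually reaching 50%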;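 also: exported cargo escapes ClpAP degradation while cytoplasmic cargo is degraded and loses fluorescence; 0% = median of neutral control wells and 100% = median of NaSCN control wells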
# SR-BI DiI-HDL act – SR-BI HDL lipid transfer activation. CHO ldlA[mSR-BI] cells, DiI-HDL uptake fluorescence, 3 h; 100 = double the neutral-control signal. activation, % at 12.5 µM. hit rate 0.096% among 320,000;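 active = mean replicate activation of at least 60% and every replicate at or above 60%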;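 also: 0% = median plate neutral-control signal and 100% = twice that signal; values of inactives mirror those of a sister screen read the other way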
#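 Test system: SR-BI-overexpressing, LDLR-lacking CHO cells; Also added: labelled HDL, 10 µg/mL; Measured by: bottom-read cell fluorescence after medium removal, ex 550/em 595 nm; Timing: 3 h uptake period with compound, 37 °C; Buffer or medium: F12, 0.5% BSA, 25 mM HEPES; Doses: single compound concentration, delivered by pin transfer.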
# MITF act – MITF TRPM1 promoter activation in melanoma cells; AID 588334; activation, % at 12.5 µM; hit rate 0.75% among 300,000; SK-MEL-5 TRPM1-promoter luciferase, 24 h; % of positive control, neutral wells = 0;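 active = mean activation of at least 80% with every replicate also reaching 80%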;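 also: 0% = neutral control wells and 100% = parthenolide positive control wells; values of inactives mirror those of a sister screen read the other way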
# CAL PDZ FP-2 – human CAL PDZ-peptide interaction inhibition | AID 504414 | purified CAL PDZ, TMR-peptide fluorescence polarization, 1 h | hit rate 0.02% among 330,000 | inhibition, % at 20 µM | Q9HD26;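 active = highest replicate inhibition of at least 40%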;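 also: plate controls were DMSO neutral control wells for no effect and unlabeled competitor peptide control wells for full effect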
#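 Material: tagged CAL PDZ protein CerCALP, purified; buffer or medium: sodium phosphate/NaCl buffer pH 7.4 with TCEP, IgG, Thesit; also added: fluorescent TMR peptide probe; schedule: 1 h incubation at room temperature before polarization reading; technique: fluorescence polarization from S- and P-plane intensities, G-factor corrected; control set: unlabelled peptide and DMSO controls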
# SR-BI HDL uptake – blocks mouse SR-BI lipid uptake from DiI-HDL | Q61009 | ldlA[mSR-BI] CHO cells, DiI-HDL uptake fluorescence, 3 h | inhibition, % at 12.5 µM | hit rate 0.96% among 320,000;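 active = mean replicate inhibition of at least 70% and a set share of replicates each scoring 70 or more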;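 also: 0% = median of neutral control wells and 100% = median of positive control wells; values of inactives mirror those of a sister screen read the other way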
# Target sequence (Q61009 whole entry, looked up): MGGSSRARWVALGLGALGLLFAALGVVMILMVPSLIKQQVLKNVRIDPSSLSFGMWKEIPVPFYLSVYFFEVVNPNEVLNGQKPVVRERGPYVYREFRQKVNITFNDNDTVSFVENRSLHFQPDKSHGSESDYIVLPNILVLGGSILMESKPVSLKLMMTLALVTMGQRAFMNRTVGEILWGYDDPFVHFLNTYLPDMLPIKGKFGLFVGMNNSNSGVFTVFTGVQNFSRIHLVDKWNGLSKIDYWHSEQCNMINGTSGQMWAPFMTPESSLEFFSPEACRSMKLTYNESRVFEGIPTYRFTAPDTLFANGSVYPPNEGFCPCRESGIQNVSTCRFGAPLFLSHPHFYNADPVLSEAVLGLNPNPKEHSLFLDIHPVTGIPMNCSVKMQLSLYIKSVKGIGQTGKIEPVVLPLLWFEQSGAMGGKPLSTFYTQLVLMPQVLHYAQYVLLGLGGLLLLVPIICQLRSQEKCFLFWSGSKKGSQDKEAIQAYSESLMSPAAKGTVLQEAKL
# Ecoli viability – reduces bacterial viability in AddAB counter-screen. inhibition, % at 11.9 µM. hit rate 0.27% among 330,000. E. coli V3065 growth, OD600 absorbance, 18 h;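 active = inhibition above the campaign's mean inhibition across all tested compounds plus 3 SD, cut at about 9.9% in these data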;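 also: uninfected addAB+ strain grown without phage in ampicillin broth; 0% = DMSO wells and 100% = ciprofloxacin 0.95 µg/ml wells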
# Wnt act – Wnt/beta-catenin pathway activation | Wnt/beta-catenin reporter cell assay, activator, plate reader | activation, % at 9.35 µM | hit rate 1.2% among 300,000 | AID 743398; in the data active = activation above about 30%, passing the limit was not always enough;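 also: 0% = neutral control wells and 100% = positive control wells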
# Starred values were filed as active, the others as inactive; x = not tested or not shown. Rows are unselected (roughly 3.6% active in at least one column).
SMILES,CAL PDZ FP-1,phage Ecoli inh,AddAB inh,Tat transport,SR-BI DiI-HDL act,MITF act,CAL PDZ FP-2,SR-BI HDL uptake,Ecoli viability,Wnt act
CC1(C)Nc2ccccc2C(=O)N1NC(=O)c1ccccc1,-1,2.9,2.8,16,10,2,-0.8,-10,0.6,0
O=C(Cn1nc(C(=O)O)c2ccccc2c1=O)Nc1cccc(S(=O)(=O)N2CCOCC2)c1,x,0.8,-2.5,-2,28,0,-0.9,-28,-2.3,-1
O=C(O)/C(=C\c1ccc2ccccc2c1)c1cccc2ccccc12,-6,0.4,-0.3,8,26,-1,-3.0,-26,-1.2,2
Cn1c(SCC(=O)N2CCN(c3cccc(Cl)c3)CC2)nnc1-c1ccncc1,-3,2.7,2.6,-3,-15,-1,0.8,15,-1.6,-5
COC(=O)Cc1c(-c2[nH]c3ccccc3c2CC(=O)OC)[nH]c2ccccc12,-3,3.8,x,6,-38,-7,-0.1,38,x,-3
O=C(COC(=O)/C=C/C(=O)OCC(=O)Nc1ccccc1F)Nc1ccccc1F,-1,0.6,4.5,-4,x,-13,-2.2,x,3.2,5
Cn1c2cc(Br)sc2c2cnn(Cc3c(F)cccc3Cl)c(=O)c21,-4,1.2,4.0,8,3,5,0.3,-3,-2.5,-1
Cc1ccc(Nc2nc(N)c([N+](=O)[O-])c(N3CCOCC3)n2)cc1C,-6,3.0,1.3,-3,-17,6,-0.4,17,1.1,-1
CCOC(=O)C1CCN(S(=O)(=O)c2cc(Br)cc3c2N(C(C)=O)C(C)C3)CC1 (centres undefined),-1,2.4,4.2,-5,22,-1,-0.3,-22,-0.1,0
O=c1[nH]c2ccc(NC(=S)Nc3ccc(F)cc3)cc2[nH]1,-6,1.0,2.3,11,x,-4,-0.2,x,0.6,1
CC(C)(C)c1ccc(C(=O)OCC(=O)NC2CC2)cc1,-6,2.9,x,0,5,-16,0.0,-5,x,-1
CCCS(=O)(=O)c1c(S(=O)(=O)CCC)c2cnccn2c1C(=O)c1ccc(OC)cc1,x,1.4,0.5,-25,33,x,-0.7,-33,0.0,2
CCOC(=O)c1c(-c2ccc(OC)cc2)cn2ccccc12,x,4.0,2.8,-7,-8,-10,-0.1,8,0.8,-2
CCOC(=O)C1=C(C)N(C)C(=S)NC1c1cc(OC)ccc1OC (centres undefined),-6,1.8,1.1,-15,8,-4,x,-8,2.1,-10
O=C(O)c1ccc(-n2[nH]c3c(c2=O)CCCC3)cc1,0,2.4,0.0,-8,0,-6,0.9,0,-0.5,0
Cc1ccccc1CN(C)CC(=O)Nc1ccccc1Oc1ccccc1,-3,2.0,2.4,6,-9,-2,0.4,9,-0.3,-2
O=C(CCN1CCc2ccccc2CC1)c1ccc2c(c1)OCCO2,-4,1.6,1.8,1,5,x,-2.3,-5,1.9,x
Cc1cc(C)c2nc(-c3ccccn3)cc(C(=O)NCc3cc(C)n(C)n3)c2c1,2,0.1,-1.0,-6,x,-14,0.6,x,-0.2,0
Cc1ccc(NCC(=O)c2ccccc2)cc1Cl,-2,0.6,1.9,-12,-11,12,0.3,11,-1.2,x
CC(=O)c1cccc(N=C2NC(=O)C(CO)(CO)S2)c1,x,4.6,3.2,-3,4,x,-1.5,-4,-0.2,-1
O=C(O)CSc1nnc(C2COc3ccccc3O2)n1-c1ccccc1 (centres undefined),-1,1.5,1.9,-3,-17,x,-0.2,17,-1.8,-3
COc1ccc(OC)c(/C=C/C(=O)OCC(=O)NCc2cccs2)c1,-2,2.9,2.0,-5,0,-4,-0.9,0,-1.1,-3
O=C(CN1C(=O)c2ccccc2C1=O)OCC(=O)c1ccc(F)cc1,1,2.4,5.7,-10,27,17,-3.0,-27,-0.9,-2
CCCc1cc(=O)[nH]c(SCC(=O)N(CCOC)c2c(N)n(Cc3ccccc3)c(=O)[nH]c2=O)n1,-4,1.3,-0.4,-7,18,1,0.5,-18,2.0,1
COc1ccc(NC(=O)c2ccc(COc3ccccc3)o2)c(OC)c1,-6,3.0,x,4,1,x,-0.8,-1,x,1
O=C(COC(=O)Cc1c[nH]c2ccccc12)Nc1c(Cl)cccc1C(F)(F)F,-4,-0.1,2.8,5,-20,-12,-2.5,20,-2.5,0
CN(CCOc1ccccc1)C(=O)C1CCC(=O)N(CCN2CCOCC2)C1 (centres undefined),1,2.1,0.0,3,11,-8,0.3,-11,-0.3,-4
Cc1ncc([N+](=O)[O-])n1CCOC(=O)C12CC3CC(CC(C3)C1)C2,-4,1.8,2.1,4,-5,5,-0.1,5,-0.5,-2
Nc1ncnc2c1ncn2[C@@H]1O[C@H](CNCC(O)CO)[C@@H](O)[C@H]1O (some centres undefined),-2,1.5,-1.1,-8,-6,1,-0.2,6,-2.3,-1
COc1ccc2nc3oc(C(=O)Nc4ccc(OC)c(OC)c4)cc3cc2c1,1,-0.2,-1.7,3,x,4,-0.6,6,-2.7,3
CC(NC(=O)COC(=O)c1ccc(OCC2CCCO2)cc1)c1ccccc1Cl (centres undefined),-4,5.0,0.6,-4,0,5,0.3,0,-0.2,-3
Cc1ccc(CSc2nn3c(=O)c(C)nnc3s2)cc1,-2,1.8,0.5,1,5,0,-1.4,-5,0.3,x
N#Cc1ccc(C(c2nnnn2CCc2ccccc2)N2CCCCCC2)cc1 (centres undefined),-1,2.1,0.2,4,-29,2,-2.5,29,2.2,1
COC(=O)c1cccc(Cn2c(Cl)c(/C=N/NC(=O)c3ccccc3Cl)sc2=O)c1,-4,2.8,1.9,-6,-57,x,-3.3,57,0.2,x
COc1ccc(COC(=O)C2=C(C)NC(=O)NC2c2ccc(F)cc2)cc1 (centres undefined),-3,3.3,2.2,1,-23,7,-0.2,23,1.9,0
CN(C)S(=O)(=O)c1ccc(S(=O)(=O)NCc2cccs2)cc1,1,2.0,0.5,14,33,10,0.2,-33,0.4,0
O=C1CCCN1c1ccc(C(=O)N(Cc2nnc(-c3ccccc3Cl)o2)C2CC2)cc1,-5,1.8,1.2,4,-29,0,-2.3,29,1.6,1
CCCCCCn1c(=O)c(Cc2ccccc2)c(O)c2ccccc21,-1,7.3,4.7,9,34,-4,-2.1,-34,-1.1,-5
CCCC(CCC(=O)Nc1nccs1)C(=O)O (centres undefined),-1,2.5,1.6,0,0,4,-2.0,0,0.6,0
CC(=O)c1cn(CC(=O)Nc2ccc(C)cc2)c2ccccc12,1,11*,14*,-9,5,-13,-0.4,-5,11*,x

# An excerpt from above, showing only phage Ecoli inh.
mol	phage Ecoli inh
COc1ccc(COC(=O)C2=C(C)NC(=O)NC2c2ccc(F)cc2)cc1 (centres undefined)	3.3
CN(C)S(=O)(=O)c1ccc(S(=O)(=O)NCc2cccs2)cc1	2.0
O=C1CCCN1c1ccc(C(=O)N(Cc2nnc(-c3ccccc3Cl)o2)C2CC2)cc1	1.8
CCCCCCn1c(=O)c(Cc2ccccc2)c(O)c2ccccc21	7.3

# The results go on.
SMILES,CAL PDZ FP-1,phage Ecoli inh,AddAB inh,Tat transport,SR-BI DiI-HDL act,MITF act,CAL PDZ FP-2,SR-BI HDL uptake,Ecoli viability,Wnt act
CC1CN(c2oc(Cc3cccc4ccccc34)nc2C#N)CC(C)O1 (centres undefined),-3,4.2,1.4,-7,-28,-5,-1.3,28,3.4,x
Cc1noc(C)c1COc1cccc(C(=O)Oc2ccc3c(c2)OCO3)c1,1,-0.7,3.2,5,10,15,-0.8,-10,-0.7,x
CCCOc1ccc(/C=N/Nc2ccccn2)cc1OC,2,1.8,3.9,1,-27,91*,-0.3,27,2.4,5
COC(=O)N/N=C/c1c(C)cc(C)cc1C,-2,3.5,3.2,-4,6,22,-1.4,-6,-2.8,3
Cc1ccc(NC(=O)COC(=O)c2cccc3c(=O)c(C)c(-c4ccccc4)oc23)cc1,6,3.4,3.0,1,-2,1,-0.9,2,0.9,0
Cc1cc(C)nc(NC(=O)c2c(Cl)cccc2Cl)n1,-4,0.9,1.5,-7,-7,-14,1.3,7,0.1,2
CN(C(=O)CC1C(=O)NCCN1Cc1cccc(F)c1F)C1CC(C)(C)NC(C)(C)C1 (centres undefined),-4,0.4,0.9,-4,2,-5,-0.3,-2,1.6,1
Cn1c(-c2sccc2OCc2ccc(Cl)cc2Cl)n[nH]c1=S,-3,3.8,-0.3,3,-14,-11,0.4,14,0.6,-1
CC(=O)c1cccc(-n2nnnc2SCC(=O)Nc2ccccc2N2CCCCC2)c1,-5,2.4,-1.1,11,-42,-6,-0.2,42,-0.5,x
COc1ccc(C2SC[C@@H](C(=O)O)N2C(C)=O)cc1 (some centres undefined),-5,3.4,-0.8,-10,14,5,-1.2,-14,-0.9,x
CCOc1ccccc1NC(=O)c1c(NC(=O)CCC(=O)O)sc2c1CCCCC2,0,2.3,x,-1,-20,-8,-0.9,20,x,1
O=C(Nc1ccccc1Cl)c1ccc(C(=O)Nc2ccccc2Cl)cc1,0,2.4,x,5,30,-6,1.2,-30,x,-2
Fc1cc(F)c2nc(N3CCCCC3)sc2c1,-1,1.8,1.7,-9,x,46,-1.3,-8,-3.2,21
Nn1c(SCc2ccccc2F)nnc1-c1cccnc1,x,0.5,2.7,x,x,x,x,x,1.3,52*
O=C1c2cccnc2C(O)N1Cc1ccccc1 (centres undefined),-1,1.4,0.3,-5,20,5,-0.7,-20,1.3,0
C[C@H](CO)N1C[C@H](C)[C@@H](CN(C)S(=O)(=O)c2ccccc2)Oc2ccc(NS(=O)(=O)c3ccc(F)cc3)cc2C1=O,-2,2.7,0.4,-3,2,18,-2.5,-2,-0.4,5
O=C(NCCCO)c1ccc2[nH]c3c(c2c1)CCCC3,0,1.8,2.1,7,-19,-6,-0.1,19,0.9,x
O=C(CN(Cc1ccccc1)S(=O)(=O)c1ccc2c(c1)OCCO2)N/N=C/c1ccc(F)cc1,-6,2.3,-0.2,10,-7,7,-2.3,7,-0.4,x
O=C(CNc1cc(S(=O)(=O)N2CCOCC2)ccc1NCC1CCCO1)Nc1cccc(F)c1 (centres undefined),-3,1.5,3.4,-4,3,12,0.0,-3,2.1,1
COc1ccc(OCCC(=O)OCC(=O)Nc2ccc(S(=O)(=O)N3CCOCC3)cc2)cc1,-6,4.7,1.2,4,15,-4,0.8,-15,-0.8,-1
COc1cccc(CNC(=O)CSCc2cnn(-c3ccccc3)c2-n2cccc2)c1,1,1.2,-0.1,6,-21,x,-2.6,21,-3.0,-5
CSCCC1NC2(C(=O)Nc3c(Cl)cccc32)[C@@H]2C(=O)N(C3CCCC3)C(=O)[C@H]12 (some centres undefined),0,1.0,1.6,-1,-13,6,-0.4,13,1.0,-6

# Source: PubChem BioAssay (several laboratories)
